Assay outcomes as filed in PubChem BioAssay.
TrxR1 substrate: is turned over as a substrate by rat TrxR1. O89049. purified TrxR1 substrate turnover, NADPH consumption readout. Potency, µM (top dose mostly 114 µM), without a hit: at the top dose activity change, negative = substrate turnover. 390,000 tested, 0.01% active; further: potency means the concentration at half of the fitted maximal effect; on the % scale 0 is the no-effect control and ±100 the full control effect; nearly all actives have a fitted effect of over 50% in size
Target sequence (O89049 whole entry, looked up): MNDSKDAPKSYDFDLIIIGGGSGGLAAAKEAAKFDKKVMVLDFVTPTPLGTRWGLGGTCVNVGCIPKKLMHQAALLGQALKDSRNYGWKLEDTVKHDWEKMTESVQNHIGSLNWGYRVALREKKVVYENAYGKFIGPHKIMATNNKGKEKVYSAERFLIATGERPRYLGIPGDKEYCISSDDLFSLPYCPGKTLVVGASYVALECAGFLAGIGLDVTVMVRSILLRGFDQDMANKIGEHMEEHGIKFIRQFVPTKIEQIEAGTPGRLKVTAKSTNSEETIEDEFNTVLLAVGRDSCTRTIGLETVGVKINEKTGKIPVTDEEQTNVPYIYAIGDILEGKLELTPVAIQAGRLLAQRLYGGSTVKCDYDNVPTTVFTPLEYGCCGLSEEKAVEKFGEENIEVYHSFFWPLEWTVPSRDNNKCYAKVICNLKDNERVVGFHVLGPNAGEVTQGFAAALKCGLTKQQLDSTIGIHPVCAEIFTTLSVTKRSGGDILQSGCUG
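Rat TrxR1, dispensed at 90 nM, was prereduced with 400 uM NADPH (final) for 5 min at ~22 deg C, then incubated with compound 15 min before 400 uM selenite. A first-read NADPH fluorescence drop versus no-compound background flagged substrates.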
D2 antag: D2 dopamine receptor (human) antagonism; P14416; HEK293 TREx D2 cells, calcium flux, dopamine EC80; inhibition, % at 10 µM; 340,000 tested, 2% active; AID 485344; in the data active means inhibition above about 30%; further: 0% is about no effect
Target sequence (P14416 whole entry, looked up): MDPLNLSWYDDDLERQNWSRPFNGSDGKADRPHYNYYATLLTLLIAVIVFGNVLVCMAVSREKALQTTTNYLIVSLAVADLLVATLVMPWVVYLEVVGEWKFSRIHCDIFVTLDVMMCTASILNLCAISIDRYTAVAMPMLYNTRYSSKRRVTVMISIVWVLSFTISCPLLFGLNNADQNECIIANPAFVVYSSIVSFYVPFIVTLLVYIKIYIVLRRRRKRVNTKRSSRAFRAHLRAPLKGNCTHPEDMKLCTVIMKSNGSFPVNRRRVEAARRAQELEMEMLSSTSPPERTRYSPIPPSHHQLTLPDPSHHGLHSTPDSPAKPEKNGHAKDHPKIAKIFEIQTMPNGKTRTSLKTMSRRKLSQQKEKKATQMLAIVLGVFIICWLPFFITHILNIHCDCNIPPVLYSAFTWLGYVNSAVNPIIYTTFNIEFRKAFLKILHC
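Tetracycline-induced HEK293 T-REx cells expressing D2 force-coupled to calcium signalling were dye-loaded, exposed to compound for 180 s, then challenged with an EC80 of dopamine; calcium flux was followed kinetically for a further 180 s.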
rTrxR1 inhibitor: rat TrxR1 inhibition; Potency, µM (doses to about 114 µM), inactives show at the top dose activity change, negative = inhibition, most hits filed as inhibitors; 390,000 tested, 1% active; recombinant rTrxR1, NADPH fluorescence consumption, selenite substrate; AID 588453; further: potency means the concentration at half of the fitted maximal effect; on the % scale 0 is the no-effect control and ±100 the full control effect; nearly all actives have a fitted effect of over 65% in size
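Rat TrxR1 (90 nM in the dispensed reagent) was pre-reduced with 400 uM NADPH for 5 min at room temperature, then incubated with compound for 15 min. After 400 uM selenite was added, NADPH fluorescence (Ex 340/Em 450 nm) was followed for 8 min.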
TRHR ag: agonists of human TRH receptor; P34981; 360,000 tested, 0.18% active; TRHR cells, calcium flux fluo-8, FDSS agonist mode; activation, % at 2 µM; in the data active means activation above about 30%; further: 0% is about no effect
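Fluo-8-loaded TRHR cells; 10 s baseline, compound added, kinetic Ca2+ fluorescence read 1/s, agonist mode.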
TRHR enhancer: allosteric enhancers of human TRH receptor. TRHR cells, fluo-8 calcium fluorescence, EC20 TRH enhancement. P34981. AID 493056. 360,000 tested, 0.66% active. enhancement, % at 2 µM; in the data active means enhancement above about 30%; further: 0% is about no effect
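Enhancer read-out: after compound pinning and an initial kinetic agonist-mode read, an EC20 of TRH (10 nM final) was injected and fluo-8 calcium signal (Ex 480/Em 530) followed at 1 s/cycle for 100 cycles in TRHR-expressing cells.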
PI4K2A inh: PI4K2A (human) kinase inhibition; activity change, negative = inhibition, % at 76.9 µM; AID 1346378; 420,000 tested, 0.13% active; purified PI4K2A, ADP-Glo luminescence, 1 h; active compounds read low; in the data active means activity change below about -50%; inconclusive means mostly about -30% to -49%;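 further: -100% = wells without enzyme as full effect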
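In this quantitative HTS, ADP production by PI4K2A was quantified luminescently after 1 h at ambient temperature; 100 microM adenosine served as plate-quality control.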
D2 ag: agonists of human D2 dopamine receptor; P14416; HEK293 T-REx D2 cells, calcium flux agonist mode; activation, % at 2 µM; 340,000 tested, 0.53% active; AID 485358;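 active means activation over 3 SD above normal in the single-dose calcium agonist read, cut at about 30% in these data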; further: 0% is about no effect
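Tetracycline-induced HEK293 Trex cells with D2 receptor force-coupled to calcium signaling, plated overnight at 30 C and loaded with no-wash calcium dye. Calcium flux read kinetically for 180 s after compound addition; responses flag agonists.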
mIDH1 inhibitor: human IDH1 R132H inhibition; O75874; IDH1-R132H enzyme, NADPH consumption, diaphorase/resazurin fluorescence; Potency, µM (doses to about 76.6 µM), for the others: at the highest dose activity change, negative = inhibition, actives largely listed as inhibitors; 390,000 tested, 0.093% active; further: potency means the concentration at half of the fitted maximal effect; on the % scale 0 is the no-effect control and ±100 the full control effect; nearly all actives have a fitted effect of over 65% in size
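IDH1-R132H (0.5 ug/mL) preincubated 30 min with compound, then NADPH (0.016 mM) and alpha-KG (2 mM) added; 80 min at RT, pH 7.5. Remaining NADPH coupled via diaphorase/resazurin to fluorescence (540/590 nm); concentration-response curves normalized to no-enzyme control.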
USP1 inh: USP1/UAF1 (human) deubiquitinase inhibition; Potency, µM (titrated, usually from 57.1 µM), for inactives: at the top dose activity change, negative = inhibition, actives largely listed as inhibitors; AID 743255; 390,000 tested, 0.23% active; recombinant USP1/UAF1, Ub-Rhodamine cleavage fluorescence; further: potency means the concentration at half of the fitted maximal effect; on the % scale 0 is the no-effect control and ±100 the full control effect; nearly all actives have a fitted effect of over 60% in size; inactives centre near -12
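USP1/UAF1 complex (1 nM) preincubated 15 min at room temperature with compound, then Ub-Rho substrate (150 nM final) added. Kinetic fluorescence at 480/540 nm over 6 reads at 60 s intervals; 50 mM HEPES pH 7.8, 0.5 mM EDTA, 0.1 mg/ml BSA, 1 mM TCEP, 0.01% Tween-20.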
Numbers without * were called inactive; ? = inconclusive; . = not tested or not shown; & = joins results of further samples; [ ] = remark or other dose. Unless noted, the call rests on the fitted dose curve; in most records, active means well fitted inhibition curve with a large enough effect; inconclusive means small, poorly fitted or top-dose-only effect; inactive means no such curve, though single readings can be large or run the other way.

SMILES | TrxR1 substrate | D2 antag | rTrxR1 inhibitor | TRHR ag | TRHR enhancer | PI4K2A inh | D2 ag | mIDH1 inhibitor | USP1 inh
CCOc1ccc(-c2cc3c(=O)n(CC(=O)NCc4ccc(Cl)cc4)ccn3n2)cc1 | 0%[57.1 µM] | . | 20%[57.1 µM] | 1.0 | -4 | -2 | 2.6 | . | -16%
Cc1cc(C(=O)NCCN2CCN(c3cccc(Cl)c3)CC2)n(-c2ccccc2)n1 | 3% | 12 | 9% | 0.2 | 11 | 0 | -3.0 | 11% | -24%
c1ccn(-c2ccc(-c3ccn[nH]3)cc2)c1 | -3%[57.1 µM] | 12 | -11%[57.1 µM] | 0.2 | -1 | 2 | -1.7 | -17% | -19%
O=C(NCC1CCCO1)[C@@H]1CSC2c3ccccc3C(=O)N21 (stereo not given in full) | -8% | 3 | 26%[57.1 µM] | -0.8 | -15 | 3 | -0.6 | 6% | 3%
COc1ccc(C)cc1NC(=O)NCc1ccccn1 | 1% | -10 | 11% | -0.3 | -2 | 0 | -0.8 | -3% | -2%
COc1ccccc1S(=O)(=O)Cc1ccc(C(=O)N2CCN(c3ccccc3)CC2)o1 | 13%[57.1 µM] | -7 | -16% | 0.0 | 7 | -1 | 6.1 | 3% | -19%
Cc1nn2c(-c3ccc(S(=O)(=O)N4CCN(C)CC4)o3)nnc2c2ccccc12 | 12% | -7 | 17% | -0.2 | 6 | -1 | -0.2 | -7% | -15%
COc1ccccc1NS(=O)(=O)c1cccc(NC(=S)NCCN2CCOCC2)c1 | 7%[57.1 µM] | 8 | -3%[57.1 µM] | -0.1 | -2 | 8 | 0.4 | 14% | -21%
CCN1CCN(CCCN(Cc2ccco2)C(=S)Nc2ccc(C)c(Cl)c2)CC1 | 4% | -15 | 8% | 0.6 | -10 | 0 | 2.4 | 3% | -21%
O=S(=O)(c1ccc(Cl)cc1)N1CCN(c2ncnc3sccc23)CC1 | 2% | . | 13% | . | . | -2 | . | 3% | -11%
O=C(Cc1ccc([N+](=O)[O-])cc1)Nc1cccc(C(=O)N2CCCCC2)c1 | -6% | . | 6% | . | . | 3 | . | 14% | ?
O=Cc1ccc(OC(=O)c2cccnc2)cc1 | 1%[57.1 µM] | -37 | 14%[57.1 µM] | 0.7 | -4 | -4 | 0.2 | 6% | 1%
COc1cccc(C=NCCCN=Cc2cccc(OC)c2O)c1O | -1% | . | -1% | 1.0 | -18 | -11 | . | -4% | -24%
CCOC(=O)COc1cccc2c(=O)n(CC(=O)NCc3ccc(F)cc3)ccc12 | 0% | 2 | 16% | 0.3 | 6 | -2 | -0.1 | -3% | -11%
Cc1nc(CN2CCN(C(=O)c3ccc(Br)cc3)CC2)cs1 | 3% | 5 | -21% | -0.1 | 23 | -5 | 0.2 | -2% | -2%
Cc1cc(N(C)Cc2ccccc2)nc2cc(O)ccc12 | 48%[activator][57.1 µM] | -34 | 9%[57.1 µM] | -0.8 | 1 | 2 | -1.4 | 5% | -7%
O=C(Nc1ccc(Cl)c([N+](=O)[O-])c1)c1ccc(NCCCN2CCOCC2)c([N+](=O)[O-])c1 | -13% | 3 | -24% | -0.1 | -3 | 3 | 1.6 | -6% | -5%
O=C(Nc1nn(Cc2ccccc2F)cc1Br)c1cccs1 | 5% | -8 | 7% | -0.5 | 4 | -2 | -0.3 | -3% | -3%
COc1ccc(OC(C)C(=O)NCc2cccnc2)cc1 (stereo not given) | 2% | 3 | 4% | 0.2 | 2 | -10 | 1.0 | 17% | -2%
O=C(O)C1CSC2(c3ccc(Br)cc3)CCC(=O)N12 (stereo not given) | -6%[57.1 µM] | 11 | 18%[57.1 µM] | -0.1 | 3 | -1 | 0.1 | 5% | -8%
O=C(CCn1ccnc1)Nc1nc2ccccc2[nH]1 | 10%[57.1 µM] | -3 | 13%[57.1 µM] | 0.6 | 6 | 8 | 0.5 | 1% | -10%
COc1ccc(C(=O)NCc2nnc(SCC(=O)NC3CCCCC3)n2C)cc1 | 12%[0.0914 µM] | -2 | 26%[57.1 µM] | 0.3 | 1 | -2 | -0.5 | 8% | -4%
COc1ccc([C@@H]2Sc3ccccc3NC(=O)[C@@H]2O)cc1 | -6% | . | 1% | . | . | -1&-1 | . | 3% | 4%
COc1ccc(NC(=O)c2nnn(Cc3ccc(Br)cc3F)c2N)c(OC)c1 | -4% | . | 3% | 12 | 4 | -3 | 9.4 | 1% | -23%
O=C(N/N=C/c1cccnc1)c1ccc(CN2c3cccc4cccc(c34)S2(=O)=O)cc1 | 17% | -3 | 33% | 0.1 | 0 | -1 | 0.8 | 1% | -18%
SMILES | TrxR1 substrate | D2 antag | rTrxR1 inhibitor | TRHR ag | TRHR enhancer | PI4K2A inh | D2 ag | mIDH1 inhibitor | USP1 inh
Cn1nc(-c2ccccc2)c(C(O)c2ccccc2C(F)(F)F)c1Cl (stereo not given) | 3%[57.1 µM] | -13 | 3%[57.1 µM] | 0.0 | 3 | -5 | 1.2 | 0% | -11%
O=c1c2ccccc2nnn1CSc1ncnc2ccccc12 | 8%[57.1 µM] | 0 | 2%[57.1 µM] | -0.7 | -2 | 8 | -0.7 | 0% | -16%
COC(=O)c1c(C)oc2ccc(N(C(=O)Oc3ccccc3)S(=O)(=O)c3ccc(Cl)c([N+](=O)[O-])c3)cc12 | -3% | -2 | ? | -0.3 | -4 | 3 | -0.1 | 1% | -14%
CC(=O)N1CCOc2ccc(S(=O)(=O)Nc3cccc(C)c3)cc21 | -10% | . | -8% | 0.4 | 4 | -1 | . | 0% | -20%
CC(=O)c1cccc(NC(=O)CSc2nc3ccccc3nc2Cc2ccc(F)cc2)c1 | -3%[57.1 µM] | . | 11%[57.1 µM] | 0.4 | 1 | 3 | 2.8 | -1% | 1%
Cc1ccccc1-c1noc(-c2ccc(NCc3cccnc3)c([N+](=O)[O-])c2)n1 | -7% | . | 15% | -0.9 | 6 | -3 | -1.7 | 0% | -1%
CCOC(=O)N1CCN(C(=S)Nc2ccccc2C)CC1 | -1% | 3 | -18% | -1.0 | -3 | 1 | -0.3 | 2% | -8%
CC1CCc2onc(C(=O)Nc3ccc(Cl)cc3)c2C1 (stereo not given) | 1% | . | 24% | 1.1 | 19 | -5 | 1.3 | 10% | 1%
O=C(N/N=C/C=C\c1ccccc1[N+](=O)[O-])c1ccncc1 | -3%[57.1 µM] | -28 | 10%[57.1 µM] | 0.2 | -1 | -5 | -0.4 | 10% | -29%
CN1CCC(OC(=O)c2cc3cc(Cl)cc(Cl)c3oc2=O)CC1 | 6% | 5 | -16% | 0.4 | 3 | -2 | -0.8 | 7% | -1%
Cc1ccc(S(=O)(=O)N(C)C)cc1NC(=O)CN1C(=O)NC2(CCCCCCC2)C1=O | -2% | 3 | 12% | 0.7 | 17 | -2 | -0.1 | -8% | 0%
COC(=O)C1SCC2C(=O)N(Cc3ccccc3)CC(=O)N21 (stereo not given) | -4%[57.1 µM] | -9 | -3%[57.1 µM] | 0.3 | 1 | 0 | 0.0 | 2% | -18%
Cc1cc(SCC(=O)c2ccccc2)nc(C)n1 | 10%[57.1 µM] | 6 | 3%[57.1 µM] | -0.3 | 0 | -3 | -0.3 | 3% | -19%
COc1ccc(/C=N/NS(=O)(=O)c2ccccc2)cc1OS(=O)(=O)c1ccc(C)cc1 | -5%[57.1 µM] | 32* | 12%[57.1 µM] | -0.4 | -1 | 13 | 0.0 | 8% | -9%
O=C(CNC(=O)c1cccs1)c1ccc(F)cc1 | 10% | -5 | 28% | 0.3 | 11 | -8 | -0.6 | 1% | -10%
Cc1cc(/C=C(\C#N)C(=O)NC2CCCCCC2)c(C)[nH]1 | 7%[57.1 µM] | 1 | 5%[57.1 µM] | 0.0 | 1 | 2 | 0.8 | 4% | -17%
N#CCc1nc(C(c2ccccc2)c2ccccc2)no1 | 8%[57.1 µM] | -10 | 24%[57.1 µM] | -0.6 | -3 | 12 | -0.1 | 2% | -20%
CCC(=O)Nc1cccc(NC(=O)c2ccc3c(c2)OCO3)c1 | -1% | 20 | 12% | 0.0 | 3 | -1 | 0.5 | 5% | -19%
COc1ccc(N2CCN(C(=O)c3cn(CC4CCCCC4)nn3)CC2)cc1 | 0% | -10 | 14% | -0.5 | 3 | 1 | -0.1 | -7% | -11%
COCCN1C(=O)C(=O)/C(=C(/O)c2ccc(S(=O)(=O)N3CCCCC3)cc2)C1c1ccc(OC)c(OC)c1 (stereo not given) | 2%[57.1 µM] | -3 | 2%[57.1 µM] | 0.0 | 7 | 2 | -0.1 | 1% | ?
Cc1ccc(C2=NC(C)(C)N=C2SCC(=O)Nc2ccc(Cl)cc2)cc1 | 4%[57.1 µM] | 3 | 12% | 0.7 | -1 | -19 | -0.1 | 3% | -7%
C/C(=N\NC(=O)c1cccc(Cl)c1)c1cccc(NC(=O)C(C)C)c1 | 4% | -1 | 18% | -0.5 | 9 | -6 | 0.5 | 0% | 2%
CCCCNC(=O)n1c(SC)nc2ccccc21 | 2% | . | 8% | 0.3 | -7 | 3 | . | -5% | 5%
Fc1ccc(-c2ccnn2-c2ccccc2)cc1 | -9% | -9 | -3% | -1.6 | -9 | 8 | -1.0 | -2% | -14%

Only PI4K2A inh, mIDH1 inhibitor and rTrxR1 inhibitor (2 entries from above):
Compound,PI4K2A inh,mIDH1 inhibitor,rTrxR1 inhibitor
CCC(=O)Nc1cccc(NC(=O)c2ccc3c(c2)OCO3)c1,-1,5%,12%
COc1ccc(N2CCN(C(=O)c3cn(CC4CCCCC4)nn3)CC2)cc1,1,-7%,14%

Reformatted as tab-separated lines: 2 of the compounds above
Molecule	TrxR1 substrate	D2 antag	rTrxR1 inhibitor	TRHR ag	TRHR enhancer	PI4K2A inh	D2 ag	mIDH1 inhibitor	USP1 inh
CN1CCC(OC(=O)c2cc3cc(Cl)cc(Cl)c3oc2=O)CC1	6%	5	-16%	0.4	3	-2	-0.8	7%	-1%
Cc1cc(/C=C(\C#N)C(=O)NC2CCCCCC2)c(C)[nH]1	7%[57.1 µM]	1	5%[57.1 µM]	0.0	1	2	0.8	4%	-17%
